# High-throughput results deposited in PubChem BioAssay by Southern Research Specialized Biocontainment Screening Center.
# H37Rv inhibition – M. tuberculosis growth inhibition, HTS (AID 449762); hit rate 0.59% among 330,000; one-dose inhibition, % at 25 µM; IC50 in µM for titrated hits; M. tuberculosis H37Rv growth inhibition, 7H9 media; higher % means a stronger effect; in the data active = a potency from the dose series; inconclusive = inhibition above about 70% without an active follow-up result;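 note: bacterial growth assessed after seven days of incubation; strong numbers were not always called active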
# M. tuberculosis – growth inhibition of non-replicating M. tuberculosis (AID 488890); Mycobacterium tuberculosis non-replicating, growth inhibition; higher % means a stronger effect; inhibition, % at 25 µM; hits with a dose series show IC50 in µM; hit rate 0.39% among 320,000; in the data active = a potency from the dose series; inconclusive = inhibition mostly from about 82% at the one dose, without a potency; inactive = the rest, 99 in 100 with inhibition below about 76%;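 note: plate controls were DMSO cells for no effect and high antibiotic wells for full effect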
# H1N1 NS1A inhibition – H1N1 influenza NS1A inhibitors, functional cell based assay (AID 504329). inhibition, % at 12.5 µM, or IC50 in µM where a hit was titrated. hit rate 0.3% among 340,000. NS1A functional cell-based assay, percent inhibition; higher % means a stronger effect; in the data active = a potency from the dose series; inconclusive = inhibition above about 27% without an active follow-up result; note: strong numbers were not always called active
# PhoP GFP inhibition – PhoP regulon inhibitors, Salmonella typhi PhoP promoter GFP reporter, confirmatory (AID 1850); Salmonella Typhi PhoP-promoter GFP reporter, fluorescence, 4 h; higher % means a stronger effect; inhibition, % at 50 µM; hits with a dose series show IC50 in µM; hit rate 0.33% among 310,000; in the data active = a potency from the dose series; inconclusive = inhibition mostly from about 25% at the one dose, without a potency; inactive = the rest, 99 in 100 with inhibition below about 19%;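 note: 0% = induced wells with vehicle and 100% = uninduced wells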
# inhibitors of VEEV – inhibitors of VEEV TC-83 cytopathic effect, confirmation, Vero cells (AID 588727). Vero cells, VEEV TC-83 cytopathic effect inhibition; higher % means a stronger effect. inhibition, % at 20 µM; hits with a dose series show IC50 in µM. hit rate 0.13% among 350,000; in the data active = a potency from the dose series; inconclusive = inhibition mostly from about 14% at the one dose, without a potency; inactive = the rest, 99 in 100 with inhibition below about 12%; note: strong numbers were not always called active
# Starred values were filed as active, the others as inactive; i = inactive; ? = inconclusive; / = not tested or not shown. Rows are unselected. Share with any hit: about 1.5%.
# Start of the data: the first five entries, to show the layout:
SMILES,H37Rv inhibition,M. tuberculosis,H1N1 NS1A inhibition,PhoP GFP inhibition,inhibitors of VEEV
CN(C)c1ccc(/C=C2\C(=O)NC(=O)N(Cc3ccc(F)cc3)C2=O)cc1,5%,2%,0%,4%,i
Cc1ccc(C(=O)c2coc3c2C(=O)C(=O)c2ccccc2-3)cc1,21%,47%,21%,-11%,0.9%
CCCCCCCNC(=O)C1(CC2CC(c3ccccc3)=NO2)CCNCC1 (stereo not drawn),-6%,36%,-6%,20%,3.2%
COCC(C)N=CC1=C(O)CC(C)(C)CC1=O (stereo not drawn),2%,-12%,-3%,-6%,0.5%
Cc1ccc(C)c(-n2nnnc2SCC(=O)NNC(=O)c2ccco2)c1,3%,11%,3%,10%,1.0%

# This part in full, repeating the preview:
SMILES,H37Rv inhibition,M. tuberculosis,H1N1 NS1A inhibition,PhoP GFP inhibition,inhibitors of VEEV
CN(C)c1ccc(/C=C2\C(=O)NC(=O)N(Cc3ccc(F)cc3)C2=O)cc1,5%,2%,0%,4%,i
Cc1ccc(C(=O)c2coc3c2C(=O)C(=O)c2ccccc2-3)cc1,21%,47%,21%,-11%,0.9%
CCCCCCCNC(=O)C1(CC2CC(c3ccccc3)=NO2)CCNCC1 (stereo not drawn),-6%,36%,-6%,20%,3.2%
COCC(C)N=CC1=C(O)CC(C)(C)CC1=O (stereo not drawn),2%,-12%,-3%,-6%,0.5%
Cc1ccc(C)c(-n2nnnc2SCC(=O)NNC(=O)c2ccco2)c1,3%,11%,3%,10%,1.0%
COc1ccc(N(C(=O)COc2ccc(C)cc2)S(=O)(=O)c2ccc(C)cc2)cc1,6%,18%,-3%,8%,1.6%
COC(=O)C1CCN(C(=O)COC(=O)/C=C/c2ccc(O)c(OC)c2)CC1,4%,-6%,-10%,/,1.8%
CCCN1CCN(C(=O)C2CCN(c3ncnc4c3nc3n4CCCCC3)CC2)CC1,2%,3%,3%,1%,0.2%
COc1ccccc1CNC(=S)Nc1ccc2nc(N3CCN(C)CC3)cc(C)c2c1,?,?,3%,-1%,0.0%
CNC(=O)c1c2c(nc3ccc(Br)cc13)CCCC2,6%,6%,-2%,-9%,i
O=C(c1ccccc1)N1CCn2c1nc1ccccc12,0%,-1%,-15%,0%,0.8%
CC(C)Nc1nc(-c2cccnc2)nc(-c2ccccc2)c1C#N,5%,-5%,-12%,-11%,1.9%
COc1ccc(/C=N/NC(=O)c2cccc(NC(=O)c3ccccc3Cl)c2)c(OC)c1,10%,14%,-1%,11%,i
Cc1ccc(C(=O)C2=C(O)C(=O)N(c3ncccn3)C2c2ccc(F)cc2)o1 (stereo not drawn),8%,44%,-13%,8%,2.0%
CCN(C(=O)c1ccc2c(=O)n3c(nc2c1)CCCCC3)c1cc(OC)ccc1OC,6%,25%,6%,-14%,2.0%
CCOC(=O)c1c(NC(=O)C2c3ccccc3Oc3ccccc32)sc(C(C)=O)c1C,4%,4%,0%,15%,0.2%
Cc1ccc(NC(=O)Nc2ccccc2)nc1,-1%,-5%,9%,11%,i
Cc1c(Br)c([N+](=O)[O-])nn1CCCC(=O)NC(C)c1ccccc1 (stereo not drawn),-18%,2%,-4%,13%,2.5%
COc1ccc(/C=C/C(=O)N2CCCc3ccccc32)cc1,-14%,76%,-5%,-11%,8.8%
COc1cccc2cc(-c3csc(NC(=O)CCC(=O)NCCCN4CCC(C)CC4)n3)c(=O)oc12,-2%,43%,-11%,21%,0.7%
Nc1nc(SCC(=O)N2CCOCC2)n[nH]1,-3%,-5%,-4%,7%,0.6%
Cn1ccnc1SCC(=O)NC1(C#N)CCCCC1,0%,-2%,-10%,6%,0.7%
CCCCCc1c(C)nc(N2CCN(Cc3ccc4c(c3)OCO4)CC2)[nH]c1=O,-4%,44%,1%,0%,i
CCc1nn(CC(=O)NC2CCN(Cc3ccccc3)CC2)c(=O)c2cc3cc(F)ccc3n12,0%,16%,0%,-2%,3.2%
CCCC(=O)Nc1c2c(nn1-c1ccc(OC)cc1)CS(=O)C2 (stereo not drawn),-1%,-15%,9%,5%,0.1%
CC1(C)CC(NC(=O)C2CCN(S(=O)(=O)c3ccc(F)cc3)CC2)CC(C)(C)N1,-5%,-4%,-1%,-2%,0.1%
CCN(CC)Cc1c(C(=O)N/N=C/c2c(Cl)cccc2Cl)nnn1-c1nonc1N,3%,-15%,-2%,-6%,0.4%
COc1cc(CCC(=O)N2CCN(c3ncccn3)CC2)cc(OC)c1OC,3%,1%,/,-1%,1.5%
O=C(Nc1ccccn1)c1nc(-c2ccccc2)n(-c2ccccc2)n1,11%,4%,-2%,-9%,i
O=C(c1cc(C2CC2)nn1-c1ccccc1)N1CCN(c2ccccn2)CC1,/,/,15%,/,2.2%
CC(=O)N1N=C(c2ccc(C)cc2)CC1c1ccco1 (stereo not drawn),-2%,-2%,4%,-11%,0.2%
CCOC(=O)c1ccc(-c2ccc(-c3cc(=O)oc4cc(OC)c(OC)c(OC)c34)cc2)cc1,/,/,-19%,/,0.6%
CCC(C)NC(=O)c1[nH]c(C)c(C(=O)OC)c1C (stereo not drawn),4%,0%,-5%,4%,0.8%
Cc1ccc(C(=O)CSc2nc3ccccc3c(=O)n2-c2ccccc2)s1,1%,-1%,20%,-8%,0.2%
O=C(NCCCN1CCCC1=O)C(=O)NCC1OCCCN1S(=O)(=O)c1cc(F)ccc1F (stereo not drawn),-14%,4%,-7%,-7%,i
CCOc1ccc(CCNC(=O)C(C)n2nc(C)c3c(C)n(-c4ccccc4)nc3c2=O)cc1 (stereo not drawn),-3%,16%,3%,-5%,i
O=C1OC(c2ccc(F)cc2)=C/C1=C\c1ccc([N+](=O)[O-])o1,?,?,/,5%,/
CC1(C)CC(=O)C(C=NCC2CCN(C(=O)Nc3ccc(Cl)c(Cl)c3)CC2)=C(O)C1,6%,18%,-6%,0%,3.0%
Cc1ccc(NC(=O)NC2=NN(c3ccccc3)C(=O)/C2=C2/CCCN2C)cc1,2%,-1%,-8%,-3%,0.7%
CN(C)C(=O)CCc1ccc2c3c([nH]c2c1)[C@]1(CCC2CCCC2)[C@@H](C(=O)N2CCOCC2)C[C@H](CC(=O)NCc2cccc(C(F)(F)F)c2)C(=O)N1CC3,/,/,-3%,/,1.7%
CC1=C(C(N)=O)C(c2cccs2)NC(=S)N1 (stereo not drawn),0%,-11%,5%,4%,1.8%
CCCOC(=O)C1=C(C)NC2=C(C(=O)CCC2)C1c1ccc(N(C)C)cc1 (stereo not drawn),6%,24%,-4%,-3%,i
CCC(C)Sc1nnc(CSc2nc(C)cc(C)n2)n1C (stereo not drawn),-5%,1%,-5%,-4%,i
C[C@]12c3[nH]c4ccc(Cl)cc4c3CCN1C(=O)[C@@H](CC(=O)NCCC1=CCCCC1)C[C@@H]2C(=O)N1CCCCC1,/,/,-16%,/,i
O=C(NCCN1C(=O)S/C(=C/c2cccnc2)C1=O)c1cccs1,-1%,6%,3%,/,0.4%
Cc1cccc(C(=O)N2CCN(S(=O)(=O)c3ccc4c(c3)OCCCO4)CC2)c1[N+](=O)[O-],-5%,4%,-7%,-5%,0.8%
COc1ccc(CN(C)C(=O)c2ccc3ccccc3n2)cc1F,-2%,2%,10%,3%,0.8%
COc1ccc(CC(=O)N2CCN(C(=O)Cc3ccc(OC)cc3)CC2)cc1,-7%,2%,-2%,12%,0.1%
CCCOc1ccc(CNC(=O)CCC(=O)n2ncc3cc(C)ccc32)cc1,7%,10%,-4%,7%,1.0%
CC(OC(=O)c1cc2ccccc2o1)C(=O)Nc1ccc(N2CCOCC2)cc1 (stereo not drawn),-5%,0%,-5%,/,0.1%
CCCCCCCSc1nnc(-c2ccccc2N)c(=O)[nH]1,-3%,?,-6%,-4%,0.5%
COc1ccc(N2CCN(CCCNC(=O)c3ccc(CS(=O)(=O)c4ccc(Cl)cc4)o3)CC2)cc1,1%,40%,16%,2%,2.7%
CCOC(=O)Cc1c[nH]c2ccccc12,-1%,2%,17%,-11%,2.4%
CCCS(=O)(=O)N1CCCC(C(=O)NCCCOCC)C1 (stereo not drawn),6%,?,5%,4%,2.2%
Cc1cccnc1NC1(C(F)(F)F)N=C(c2ccccc2)NC1=O (stereo not drawn),0%,-4%,-4%,0%,i
O=C(O)c1ccc(CSCc2c(F)cccc2Cl)o1,-11%,32%,1%,-9%,i
COc1ccc(-c2cn3cc(Cl)ccc3n2)cc1OC,36%,31%,-2%,6%,0.8%
O=C1Cc2ccccc2C(c2ccc(Cl)cc2)N1 (stereo not drawn),-3%,9%,-8%,1%,i
CN(C)Cc1c(O)ccc2c1O/C(=C\C=C\c1ccccc1)C2=O,2%,20%,-3%,-59%,2.7%
CCN(CC)S(=O)(=O)c1cc(NC(=O)CNc2cccc(S(=O)(=O)N3CCCC3)c2)ccc1C,15%,24%,-1%,2%,2.5%
# Continued.
SMILES,H37Rv inhibition,M. tuberculosis,H1N1 NS1A inhibition,PhoP GFP inhibition,inhibitors of VEEV
COc1c([N+](=O)[O-])c(=O)oc2ccccc12,2%,14%,-8%,-3%,i
S=c1[nH]nc(-c2cc(-c3ccccc3)n[nH]2)n1/N=C/c1ccccc1,-4%,-3%,1%,2%,6.5%
Cc1nnnn1/C(=C\c1ccccc1)C(=O)OCC(=O)N(C)C1CCS(=O)(=O)C1 (stereo not drawn),-4%,-1%,-5%,5%,i
O=C(O)CCC(NC(=O)c1cncc(O)c1)C(=O)O (stereo not drawn),-3%,2%,-9%,1%,3.1%
O=C(/C=C/c1ccco1)N(Cc1ccc(F)cc1)C1CCS(=O)(=O)C1 (stereo not drawn),1%,68%,2%,13%,6.3%
O=C(NCCC(=O)N1CCCCC1)c1ccc(Br)cc1,5%,-6%,-9%,-4%,0.2%
CCOC(=O)N1CCC(NCCNC(=O)c2ccc(F)cc2)CC1,2%,0%,-7%,/,11%
CCN(CC)C(=O)Cn1cnc2sc(C(=O)N3CCN(c4ccc(OC)cc4)CC3)c(C)c2c1=O,-11%,-2%,-5%,0%,0.8%
C[C@H](NC(=O)c1nc[nH]c1C(=O)NCc1ccccc1)C(=O)OC(C)(C)C,-2%,23%,-9%,-7%,0.8%
Cc1cccc(/N=C/C2=C(O)CC(C)(C)CC2=O)n1,4%,-11%,-7%,2%,0.5%
COc1cc2c(cc1OC)C1(CCCC1)CNC2c1cccc([N+](=O)[O-])c1 (stereo not drawn),70%,21%,5%,17%,6.5%
COC(=O)C(NC(=O)c1ccc(F)cc1)(Nc1nc(C)cs1)C(F)(F)F (stereo not drawn),2%,-5%,-8%,2%,1.1%
COc1cc(-c2c(C#N)c(N)nc3c2CCCC3)cc(OC)c1OC,-17%,2%,6%,-4%,3.5%
COc1ccccc1C=C1C(=O)NC(=S)NC1=O,/,/,0%,/,i
Cc1ccc2nc(SCc3cccc([N+](=O)[O-])c3)nc(C)c2c1,-2%,-4%,-4%,-2%,3.8%
CC1(C)Cc2nc3[nH]c(=S)[nH]c(=O)c3cc2CO1,-1%,-3%,14%,4%,0.7%
CN1C[C@H]2CON(C)[C@H]2C[C@H]1c1cccc(-c2ccc(C#N)cc2)c1,/,/,5%,/,i
COc1cc(CNC(=O)c2cc3ccccc3oc2=O)cc(OC)c1OC,-13%,44%,3%,10%,0.1%
O=C(O)c1ccccc1-c1ccccc1C(=O)NNc1ccc([N+](=O)[O-])cc1,70%,?,-3%,7%,i
COc1ccc(F)cc1S(=O)(=O)Nc1cccc(C(=O)O)c1,-2%,3%,-2%,-5%,0.7%
C=CCn1c(Sc2ccccc2)nc2c1c(=O)[nH]c(=O)n2C,-5%,-12%,-6%,2%,1.3%
O=S(=O)(NCc1ccc2c(c1)OCO2)c1ccc(F)c(F)c1,10%,13%,6%,1%,0.8%
COc1cc(C2c3c(oc4ccccc4c3=O)C(=O)N2c2nccs2)ccc1O (stereo not drawn),-9%,5%,11%,-5%,0.9%
COCCn1c(SCC(=O)NC2CCCC2)nc2ccccc2c1=O,/,/,-6%,/,2.0%
CC1=CC(C)(C)[N+](C)=CN1c1ccccc1,4%,4%,-1%,12%,i

# Profiles, quoted from the list:
# Listed for `COCCn1c(SCC(=O)NC2CCCC2)nc2ccccc2c1=O` → H37Rv inhibition = /; M. tuberculosis = /; H1N1 NS1A inhibition = -6%; PhoP GFP inhibition = /; inhibitors of VEEV = 2.0%
# Listed for `COc1ccccc1C=C1C(=O)NC(=S)NC1=O` → H37Rv inhibition = /; M. tuberculosis = /; H1N1 NS1A inhibition = 0%; PhoP GFP inhibition = /; inhibitors of VEEV = i
